# Source: PubChem (National Center for Advancing Translational Sciences (NCATS))
# CCT chaperon mod: changes cytosolic chaperonin activity; purified chaperonin ATPase assay, HTRF ADP detection, 30 min; activity change, % (test concentration not listed), hits read low; 360,000 tested, 0.3% active; in the data active means activity change below about -30%; further: on the % scale 0 is the no-effect control and ±100 the full control effect
#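 Nucleotide hydrolysis assay: TRiC at 20–40 nM final (set by batch activity) with 10 uM ATP, 30 min at 37 °C, in presence of 76 uM compound. Detection by competitive ADP HTRF, 30 min ambient.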
# TGFb inhibitor: inhibitors of TGF-b signaling; HepG2 CAGA-GFP TGF-b/SMAD3 reporter, GFP fluorescence, 18 h; TGF-beta stimulated, 500 pg/mL final; Potency, µM (doses to about 46.1 µM), for inactives: at the top dose activity, negative = inhibition, most hits filed as inhibitors; AID 588855; 410,000 tested, 1.2% active; further: potency means the concentration at half of the fitted maximal effect; on the % scale 0 is the no-effect control and ±100 the full control effect; nearly all actives have a fitted effect of over 65% in size
#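 Smad-responsive CAGA-GFP expression was quantified in HEPG2 cells exposed to compounds and 500 pg/mL final TGF-beta for 18 h at 37 degrees C; unstimulated wells defined full inhibition.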
# Akt phos inh: Akt phosphorylation inhibition. 360,000 tested, 0.32% active. AID 651550. activity change, % for hits at 50 µM. Neuro2A IGF-stimulated pAkt S473 HTRF, 20 min; active compounds read low; in the data active means activity change below about -80%; inconclusive means mostly about -51% to -80%; further: on the % scale 0 is the no-effect control and ±100 the full control effect
#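 Neuro2A cells in DMEM with 0.5% FBS, overnight at 37 deg C, given compound at single 50 µM final, then IGF (6 nM final) for 20 min at 37 deg C. Lysed; phospho-Akt Ser473 by HTRF after 24 h, 665/615 ratio.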
# Nrf2 ARE act: activators of Nrf2 (ARE) signaling | 410,000 tested, 0.31% active | AREc32 ARE-luciferase reporter (MCF7-derived line), luminescence, 24 h | Potency, µM (titrated, usually from 46.1 µM), inactives show top-dose activation, hits mostly activators; further: potency means the concentration at half of the fitted maximal effect; % of control where 0% means no effect; nearly all actives have a fitted effect of over 65% in size
#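 ARE activation measured as luciferase luminescence (Steady-Glo, 30 min RT) in AREc32_Fluc cells after 24 hr compound exposure at 37 deg C, 5% CO2; cells seeded overnight at 1000/well in OPTI-MEM, 5% FBS.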
# Nrf2 inh: Nrf2 pathway inhibition | A549 ARE-Fluc reporter, luciferase luminescence, 18-24 h | 360,000 tested, 2.1% active | Potency, µM (highest dose often 46 µM), for the others: top-dose activity change, negative = inhibition, actives largely listed as inhibitors | AID 504444; further: potency means the concentration at half of the fitted maximal effect; on the % scale 0 is the no-effect control and ±100 the full control effect; nearly all actives have a fitted effect of over 60% in size
#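 A549 ARE_Fluc cells (5000/well, 5% FBS OPTI-MEM) pre-incubated 2 h, then treated with compounds 18-24 h at 37C/5% CO2 in concentration-response. CellTiter-Fluor viability read first; BugLite luciferase luminescence after 15 min at room temperature gives Nrf2 activity.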
# A549 tox: counter-screen for Nrf2 inhibitors: cytotoxicity in A549 cells; A549 ARE-Fluc cells, CellTiter-Fluor viability, 18-24 h; Potency, µM (series often up to 46 µM), for the others: at the highest dose activity change, negative = cytotoxicity, hits mostly inhibitors; 390,000 tested, 0.16% active; AID 504648; further: potency means the concentration at half of the fitted maximal effect; on the % scale 0 is the no-effect control and ±100 the full control effect
#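 A549 ARE-Fluc cells in 5% FBS OPTI-MEM, 5000 cells/well, rested 2 h then exposed to compounds in concentration-response for 18-24 h at 37 °C. Viability by CellTiter-Fluor fluorescence (Ex 405/Em 525) after 30 min; luciferase luminescence (BugLite, 15 min, RT) read afterwards.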
# MmCpn inh: inhibitors of Methanococcus maripaludis chaperonin (MmCpn). purified Mm-Cpn ATPase, ADP Transcreener TR-FRET. Potency, µM (series often up to 76.9 µM), for the others: at the top dose activity, negative = inhibition, hits mostly inhibitors. 330,000 tested, 0.031% active. AID 504842; further: potency means the concentration at half of the fitted maximal effect; on the % scale 0 is the no-effect control and ±100 the full control effect; nearly all actives have a fitted effect of over 80% in size
#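 25 nM Mm-CPN + cpd, 10 min 37°C; + 10 uM ATP, 30 min 37°C; buffer 30 mM Tris pH 7.4, 100 mM KCl, 5 mM MgCl2, 1 mM DTT; Transcreener ADP HTRF detection 30 min RT.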
# HepG2 viability: kills HepG2 cells in TGF-b inhibitor counter-screen | Potency, µM (series often up to 46.1 µM), inactives show top-dose activity change, negative = cytotoxicity, actives largely listed as cytotoxic | HepG2 CAGA-GFP viability, ATP luminescence, 18 h | AID 588856 | 410,000 tested, 0.76% active; further: potency means the concentration at half of the fitted maximal effect; some results filed as inactive show a strong effect at the top dose
#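 CellTiter-Glo luminescence gave cytotoxicity after 18 hours at 37 degrees C. The cells were HepG2 CAGA-GFP in 1% FBS DMEM, stimulated with 500 pg/mL TGF-beta after compound addition. %Activity was normalised to no-cell wells (complete cell-killing) and DMSO (no toxicity), and curves were fitted and classified.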
# S2 tox: cell viability loss in ATXN counter-screen | S2 cells (HEK-293 line with an ATXN2-luciferase reporter) viability, CellTiter-Fluor protease fluorescence, 24 h | Potency, µM (doses to about 56.7 µM), usual class: cytotoxic | 400,000 tested, 0.49% active | AID 651635; further: potency means the concentration at half of the fitted maximal effect; nearly all actives have a fitted effect of over 40% in size
# Active calls of the source: *; i = inactive; u = inconclusive; x = not tested or not shown; & = joins results of further samples; [ ] = another dose, or the depositor's remark. Unless noted, the call rests on the fitted dose curve; in most records, active means well fitted curve in the direction sought with a large enough effect; inconclusive means small, poorly fitted or top-dose-only effect, or another doubt; inactive means no such curve, though single readings can be large; an effect the other way counts as inactive or inconclusive. This is a subset, so the mix of outcomes need not match the whole.
SMILES,CCT chaperon mod,TGFb inhibitor,Akt phos inh,Nrf2 ARE act,Nrf2 inh,A549 tox,MmCpn inh,HepG2 viability,S2 tox
O=C(CCNNC(=O)c1ccncc1)NCc1ccccc1,-1.4,-10.4%,i,-0.8%,9.3%,3.1%,-0.2%,3.9%,i
CCCNC(C)C(=O)Nc1c(C)csc1C(=O)OC (stereo unspecified),-3.2,26.3%,i,0.5%,9.9%,-2.6%,-0.7%,8.4%,i
Cc1c(NC(=O)c2cccnc2)c(=O)n(-c2ccccc2)n1C,3.2,27.8%,i,1.4%,u,3.1%,3.1%,0.9%,u
CC(C(=O)O)c1ccc(C(=O)c2cccs2)cc1 (stereo unspecified),-1.2,-0.9%,i,-0.8%,6.1%,-8.4%,-12.9%,-3.0%,i
CCN(CC)CCNC(=O)c1cc(Cl)c(N)cc1OC,-9.4,0.7%,i,1.5%,3.0%,-0.2%,-0.7%[15.4 µM],0.6%,i
COc1cc(C(c2c(C)[nH][nH]c2=O)c2c(C)[nH][nH]c2=O)ccc1OC(=O)c1ccccc1F,x,-0.1%,x,4.0%,-12.8%,-0.9%,x,-6.5%,i
COc1ccc(C(=O)NCc2ccc(OCCN(C)C)cc2)cc1OC,0.3,14.8%,i,0.4%,7.4%,-3.2%,x,2.1%,i
CC1(C)Cc2c(sc(NC(=S)NC(=O)c3ccccc3)c2C(=O)O)CO1,-3.3,-5.4%,i,2.5%,3.0%,-6.5%,-9.3%,-4.5%,i
CCOC(=O)c1ccc(N)cc1,0.2,-1.9%,i,-0.8%,4.2%,0.0%,-1.7%,13.7%,u
C/C=C(/C)C(=O)O[C@@H]1c2c(ccc3ccc(=O)oc23)OC(C)(C)[C@@H]1OC(=O)/C(C)=C\C,-1.2,u,i,-0.6%,u,-11.6%,0.4%,-31.2%,u
Cc1[nH]n2c(=O)cc(-c3ccc(Cl)cc3)nc2c1-c1ccccc1,x,10µM*,x,0.5%,7.31µM*,-17.1%,x,-43.1%,i
CC(=O)NC(Cc1ccccc1)C(=O)O (stereo unspecified),0.3,-1.0%,i,-1.1%,7.8%,8.6%,1.0%,2.9%,i
CN(C)CCOC(C)(c1ccccc1)c1ccccn1 (stereo unspecified),-2.2,4.5%,i,0.0%,5.2%,-4.4%,1.8%[15.4 µM],-15.7%,i
COc1ccc(CC(=O)NCC(c2cccs2)S(=O)(=O)c2ccc(Cl)cc2)cc1 (stereo unspecified),x,-16.2%,x,7.6%,x,-1.9%,x,-20.3%,x
CN1CCOC(c2ccccc2)c2ccccc2C1 (stereo unspecified),0.4,10.2%,i,-0.6%,5.9%,0.2%,1.2%,0.2%,i
CC(=O)OCC1=C[C@@H]2OC(=O)C3=CO[C@@H](O[C@@H]4O[C@H](CO)[C@@H](O)[C@H](O)[C@H]4O)[C@H]1[C@@H]32,-3.1,9.9%,i,0.1%,24.1%,-2.1%,1.8%,-0.1%,i
COc1ccc(-n2ccn(CC(=O)Nc3ccc(C)c(C)c3)c(=O)c2=O)cc1OC,x,-0.5%,x,0.4%,-23.4%,-9.2%,x,9.5%,x
CCOc1ccc(NC(=O)Cn2cc(C(=O)c3ccco3)c3ccccc32)cc1,-1.5,u,i,0.3%&-0.5%,u,-19.6%&-8.7%,-1.4%,-20.1%&-17.4%,i
O=C(CC1N=C2c3ccccc3N=C(SCc3ccc(F)cc3)N2C1=O)NC1CCCCC1 (stereo unspecified),x,u,x,3.4%,x,5.0%,x,-25.0%,x
CC(=O)c1ccc(S(=O)(=O)NC(=O)NC2CCCCC2)cc1,0.7,5.5%,i,-0.1%,9.5%,-5.7%,-1.0%,1.6%,i
Cc1cc(Nc2cc(N3CCN(C)CC3)nc(Sc3ccc(NC(=O)C4CC4)cc3)n2)n[nH]1,x,u,x,-4.3%,u,-6.3%,x,-32.5%,i
CN1CCN(C(c2ccccc2)c2ccccc2)CC1,-0.1,6.7%,i,0.6%,5.4%,6.9%,-0.8%,-12.3%,i
NC(=O)c1cn(Cc2c(F)cccc2F)nn1,0.2,1.1%,i,0.1%,-15.3%,2.6%,-0.8%,1.1%,i
CCCCCCO,1.7,0.0%,i,3.5%,18.1%,-0.8%,-0.8%,1.9%,i
Cc1cc(-c2ccccc2)nnc1NCCN1CCOCC1,-0.1,-5.5%,i,0.4%,7.0%,-5.3%,0.6%,-2.2%,i
OC(C#CCN1CCCC1)(c1ccccc1)c1ccccc1,-3.3,3.3%,i,-0.9%,15.1%,-4.8%,0.4%,-3.8%,i
CCOC(=O)N1CCc2c(sc3c2c(=O)n(Cc2ccccc2)c(=O)n3CC(=O)Nc2ccc(F)cc2)C1,x,-29.4%,x,1.3%,u,-2.5%,x,-8.9%,x
CC(=O)Nc1ccc(C(=O)O)cc1,1.6,-4.0%,i,-1.1%,-0.3%,0.2%,0.1%,-20.0%,i
CCOCCCNC(=O)C(=O)Nc1c2c(nn1-c1ccc(OC)cc1)CSC2,x,1.7%,x,0.1%,x,-2.6%,x,-6.4%,i
COc1ccc(/C=C/C(=O)Nc2ccccc2C(=O)O)cc1OC,x,-4.7%,x,0.1%,-24.9%,-1.6%,-1.9%[15.4 µM],-17.9%,i
C=CC1=C(C(=O)O)N2C(=O)[C@@H](NC(=O)/C(=N\O)c3csc(N)n3)[C@H]2SC1 (stereo in doubt),0.4,12.9%,i,-0.1%,-3.4%,-3.9%,x,-5.2%,i
O=C(CCN1CCC(c2ccccc2)C1)c1ccc2c(c1)OCCO2 (stereo unspecified),-1.1,u,i,8.91µM*,-18.6%,-1.9%,-1.6%,-30.9%,i
CCc1nnc(NC(=O)CSc2nc3c([nH]c4ccccc43)c(=O)n2-c2ccc(OC)cc2)s1,x,-5.8%,x,1.3%,x,-0.2%,x,-20.0%,i
CC12CCC(CC1)C(C)(C)O2,-0.9,4.6%,i,0.2%,7.9%,3.0%,x,-3.7%,i
COC(=O)c1ccc(O)cc1,-2.5,-7.6%,i,-0.6%,u,-1.7%,-0.9%,-3.7%,i
COc1ccc(CNC(=O)C2CCCN(c3nnc(C)c4c(C)n(-c5ccc(C)cc5)nc34)C2)cc1 (stereo unspecified),x,u,x,0.5%,-18.6%,-16.0%,x,-47.5%,u

# For reference, 5 of the compounds above:
SMILES,CCT chaperon mod,TGFb inhibitor,Akt phos inh,Nrf2 ARE act,Nrf2 inh,A549 tox,MmCpn inh,HepG2 viability,S2 tox
C=CC1=C(C(=O)O)N2C(=O)[C@@H](NC(=O)/C(=N\O)c3csc(N)n3)[C@H]2SC1 (stereo in doubt),0.4,12.9%,i,-0.1%,-3.4%,-3.9%,x,-5.2%,i
O=C(CCN1CCC(c2ccccc2)C1)c1ccc2c(c1)OCCO2 (stereo unspecified),-1.1,u,i,8.91µM*,-18.6%,-1.9%,-1.6%,-30.9%,i
CCc1nnc(NC(=O)CSc2nc3c([nH]c4ccccc43)c(=O)n2-c2ccc(OC)cc2)s1,x,-5.8%,x,1.3%,x,-0.2%,x,-20.0%,i
CC12CCC(CC1)C(C)(C)O2,-0.9,4.6%,i,0.2%,7.9%,3.0%,x,-3.7%,i
COC(=O)c1ccc(O)cc1,-2.5,-7.6%,i,-0.6%,u,-1.7%,-0.9%,-3.7%,i

# Next section.
SMILES,CCT chaperon mod,TGFb inhibitor,Akt phos inh,Nrf2 ARE act,Nrf2 inh,A549 tox,MmCpn inh,HepG2 viability,S2 tox
COc1cc2c(c(OC)c1OC)-c1c(cc3c(c1OC)OCO3)[C@@H](OC(C)=O)[C@H](C)[C@H](C)C2,0.7,u,i,3.7%,-29.5%,-0.1%,1.5%,-4.5%,i
O=C(NCCc1c[nH]c2ccccc12)c1cccnc1,0.4,-3.3%,i,4.2%,u,0.8%,-1.6%[15.4 µM],-12.4%,i
Cc1ccc(C)c(NC(=O)Cn2cc(C(=O)c3ccco3)c3ccccc32)c1,x,-1.9%,x,8.0%,-24.0%,-1.5%,x,-28.3%,u
COc1ccc(C(=O)CC(=O)c2ccc(C(C)(C)C)cc2)cc1,1.8,-2.8%,i,-0.4%,2.9%,-12.8%,x,-8.5%,i
Cn1c(=O)c2c(ncn2CC2OCCO2)n(C)c1=O,-2.7,0.0%,i,-0.4%,3.3%,0.1%,2.0%,5.2%,i
CCN1CCN(CCCNC(=O)c2cc3c(s2)-c2c(C)cccc2OC3)CC1,x,u,x,16.5%,-11.1%,4.0%,x,-89.4%,i
Cc1nc2ccccn2c(=O)c1CCN1CCC(C(=O)c2ccc(F)cc2)CC1,-1.9,-12.7%,i,0.1%,-9.7%,-7.7%,0.8%[15.4 µM],-11.2%,i
CCOc1ccccc1C(N)=O,1.0,0.2%,i,0.4%,-12.7%,-1.9%,x,8.4%,i
c1ccc(CC2=NCCN2)cc1,0.5,-2.1%,i,-0.1%,5.8%,1.0%,-1.4%[15.4 µM],-3.1%,i
CCCNC(=O)C1CCC(Cn2c(=O)c3sccc3n(CC(=O)NCc3ccccc3)c2=O)CC1 (stereo unspecified),x,8.6%,x,-0.2%,9.6%,-3.6%,x,-1.1%,i
CCc1cc(=O)oc2c(CNC(Cc3ccccc3)C(=O)O)c(O)ccc12 (stereo unspecified),1.1,0.8%,i,-0.5%,-18.0%,-10.9%,-2.0%,-9.5%,i
CCN(CC)CCOC(=O)C1(c2ccccc2)CCCC1,-0.3,22.7%,i,-0.3%,6.1%,-4.4%,-0.7%,-1.4%,i
c1ccc(CN(CC2=NCCN2)c2ccccc2)cc1,-1.2&-0.7,37.1%&9.5%[activator],i,-0.6%&0.2%,-1.7%&2.9%,1.6%&4.7%,-0.1%&-1.4%,-5.8%&-7.2%,i
